Assay outcomes from PubChem.
BCR signal inh = blocks chronic active B-cell receptor signaling; Potency, µM (titrated, usually from 46.1 µM), without a hit: at the top dose ratio change, negative = lower green/red ratio, most hits filed as inhibitors; ABC-DLBCL IkBa-CBG/CBR reporter, luminescence ratio, 4 h; 340,000 compounds, 0.05% hits; active means well fitted inhibition curve with a large enough effect in the signal ratio, with a control signal flat, not every such curve was filed as active; inconclusive means small, poorly fitted or top-dose-only effect, or effect the other way, or a change in a side signal; the % refers to the signal ratio;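 further: potency means the concentration at half of the fitted maximal effect; plate controls were basal doxycycline-induced cells for no effect and cells given 10 µM MG132 for full effect; MG132 reads +100%, hits lower the ratio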
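Concentration-response series (up to 46 uM) were applied to TMD8 dual-reporter cells for 4 h at 37C with doxycycline. Green/red ratio, after filter-overlap correction, defined %Activity; red signal alone was normalised to basal cells and zero luminescence.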
Menin-MLL TR inh = menin-MLL binding inhibition, Texas Red mutant peptide. O00255. Menin + Texas Red MLL mutant peptide, fluorescence polarization. Potency, µM (doses to about 61.6 µM), for inactives: at the top dose FP activity change, negative = inhibition, actives largely listed as inhibitors. 270,000 compounds, 0.23% hits. AID 1768; active means well fitted inhibition curve with a large enough effect in the polarisation, with a control signal flat, not every such curve was filed as active; inconclusive means small, poorly fitted or top-dose-only effect, or effect the other way, or a change in a side signal; inactive means no such curve, though single readings can be large or run the other way; the % refers to the polarisation; further: potency means the concentration at half of the fitted maximal effect; % of control where 0% means no effect; many of its hits are not listed in these tables
FBPA coupling cs = counter-screen for Giardia aldolase inhibitors: coupling enzyme system; AID 2472; activity change, negative = inhibition, % at 58.2 µM, hits read low; 290,000 compounds, 0.67% hits; coupling enzyme system counterscreen, AmpLite Red fluorescence; in the data active means activity change below about -30%; further: on the % scale 0 is the no-effect control and ±100 the full control effect
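Counterscreen lacking aldolase: glyceraldehyde-3-phosphate coupling-enzyme reagent preincubated 10 min at RT with compound (at 57.5 uM final), then substrate/coupling system with AmpLite Red added; fluorescence read at 525/598 nm after 20 min RT.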
Integrin act MD = activators of alpha7 integrin expression for muscular dystrophy. Potency, µM (doses to about 38.3 µM), for inactives: top-dose activation, usual class: activators. 350,000 compounds, 0.064% hits. AID 624291. alpha7betagal myoblasts, beta-gal FDG fluorescence, 48 h;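 further: potency means the concentration at half of the fitted maximal effect; 100% = response of the positive control SU9516; nearly all actives have a fitted effect of over 60% in size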
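Alpha7betagal+/- myoblasts (passage 13) were plated 16-24 hr, then exposed to compounds (1:260 dilution of DMSO stock) for 48 hours at 37C. After MPER lysis, β-galactosidase reporter activity was read as FDG fluorescence (ex 480/em 540) after 30 minutes.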
Tb PFK block = inhibitors of T. brucei phosphofructokinase | T. brucei PFK, ADP-Glo luminescence | Potency, µM (doses to about 57.5 µM), inactives show at the top dose activity, negative = inhibition, actives largely listed as inhibitors | 330,000 compounds, 0.17% hits | AID 485367;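 further: potency means the concentration at half of the fitted maximal effect; 0% = uninhibited 1x PFK enzyme wells and -100% = no-enzyme wells; nearly all actives have a fitted effect of over 60% in size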
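1.25 nM PFK with 0.5 mM F6P and 0.1 mM ATP in 0.1 M TEA pH 8.0, 5 mM MgCl2, incubated 45 min at room temperature; ADP measured by ADP-Glo luminescence; compounds titrated up to 57 uM.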
GALK inhibitor = galactokinase (human) inhibition | 270,000 compounds, 0.007% hits | Potency, µM (titrated, usually from 57.5 µM), inactives show at the highest dose activity change, negative = inhibition, actives largely listed as inhibitors | Purified GALK, Kinase-Glo residual ATP luminescence | P51570 | AID 1868; further: potency means the concentration at half of the fitted maximal effect; on the % scale 0 is the no-effect control and ±100 the full control effect
Target sequence (P51570 whole entry, looked up): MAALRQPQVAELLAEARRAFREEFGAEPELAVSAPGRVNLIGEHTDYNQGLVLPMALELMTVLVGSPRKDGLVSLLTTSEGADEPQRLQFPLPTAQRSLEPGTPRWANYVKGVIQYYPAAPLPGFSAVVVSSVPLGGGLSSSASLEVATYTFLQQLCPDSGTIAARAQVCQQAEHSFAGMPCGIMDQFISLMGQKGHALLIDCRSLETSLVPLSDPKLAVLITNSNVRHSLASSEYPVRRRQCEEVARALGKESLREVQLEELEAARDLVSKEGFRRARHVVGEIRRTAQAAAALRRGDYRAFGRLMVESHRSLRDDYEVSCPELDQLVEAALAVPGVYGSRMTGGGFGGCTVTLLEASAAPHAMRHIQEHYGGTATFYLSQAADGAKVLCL
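Human GALK (5 nM) with 35 uM ATP and 100 uM galactose in 20 mM HEPES pH 8.0, 5 mM MgCl2, 60 mM NaCl, 1 mM DTT, 0.01% BSA. After 1 h at room temperature, leftover ATP was read by Kinase-Glo Plus luminescence.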
TSG101-PTAP inh = blocks PTAP/TSG101 interaction to inhibit HIV-1 budding; Q99816; Fluorescence polarization, FITC-PTAP peptide / Tsg101 binding; Potency, µM (highest dose often 115 µM), for inactives: top-dose activity change, negative = inhibition, most hits filed as inhibitors; 340,000 tested, under 10 active; AID 493005; active means well fitted inhibition curve with a large enough effect in the main read-out, with a control signal flat, not every such curve was filed as active; inconclusive means small, poorly fitted or top-dose-only effect, or effect the other way, or a change in a side signal; inactive means no such curve, though single readings can be large or run the other way; further: potency means the concentration at half of the fitted maximal effect; % of control where 0% means no effect
Target sequence (Q99816 whole entry, looked up): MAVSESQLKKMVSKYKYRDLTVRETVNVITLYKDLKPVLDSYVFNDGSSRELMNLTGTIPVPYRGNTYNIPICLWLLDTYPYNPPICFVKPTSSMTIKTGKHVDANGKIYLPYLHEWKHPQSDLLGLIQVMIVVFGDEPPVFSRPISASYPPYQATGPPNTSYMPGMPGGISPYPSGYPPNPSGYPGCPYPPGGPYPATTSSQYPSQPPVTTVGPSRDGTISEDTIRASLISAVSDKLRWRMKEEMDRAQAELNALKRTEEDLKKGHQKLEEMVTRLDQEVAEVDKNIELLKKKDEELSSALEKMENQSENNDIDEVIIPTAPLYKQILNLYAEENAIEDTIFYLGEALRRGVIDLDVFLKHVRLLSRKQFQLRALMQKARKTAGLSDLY
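Fluorescence polarization binding of Tsg101 binding domain (10 uM final) to FITC-labeled PTAP peptide (50 nM final) in HEPES pH 7.5 buffer with NaCl, Tween 20, EDTA, TCEP. Compounds added before peptide; binding 20 min at RT.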
PKM2 act = PKM2 (human) enzyme activation; P14618; purified PKM2, Kinase-Glo ATP luminescence, activation; response scale: 0% is enzyme alone, no compound; Potency, µM (series often up to 57.5 µM), for the others: top-dose activation, actives largely listed as activators; 260,000 compounds, 0.34% hits; AID 1631; further: potency means the concentration at half of the fitted maximal effect; on the % scale 0 is the no-effect control and ±100 the full control effect; nearly all actives have a fitted effect of over 55% in size
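ATP formation by purified human PK-M2, quantified via coupled luciferase luminescence after 1 h at room temperature with 0.1 mM ADP and 0.5 mM PEP final.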
B2AR arrestin = recruits beta-arrestin to the human beta2-adrenergic receptor; Potency, µM (top dose mostly 46.1 µM), inactives show at the top dose activation, actives largely listed as activators; P07550; beta-arrestin recruitment to beta2AR, cell-based reporter; 330,000 compounds, 0.02% hits;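 further: potency means the concentration at half of the fitted maximal effect; 0% = DMSO controls and full agonism = EC100 isoproterenol or metaproterenol; nearly all actives have a fitted effect of over 65% in size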
S-ASM inh = human S-ASM enzyme inhibition; Potency, µM (highest dose often 57.5 µM), for the others: at the highest dose activity change, negative = inhibition, most hits filed as inhibitors; placental ASM, HMU-PC fluorogenic substrate, 60 min; P17405; 340,000 compounds, 0.006% hits; further: potency means the concentration at half of the fitted maximal effect
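HMU-PC0 cleavage (9 uM final) by human placental ASM, 60 min at 37 °C following 10 min compound exposure at RT; stopped at pH 10, fluorescence Ex 386/Em 447 nm.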
Giardia killer = kills Giardia lamblia. Giardia lamblia trophozoite viability. activity change, % at 7.66 µM, hits read low. 340,000 compounds, 0.15% hits. AID 540267; in the data active means activity change below about -80%; inconclusive means between about -30% and that limit;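 further: parasites exposed to compound for two days anaerobically before the ATP read; on the % scale 0 is the no-effect control and ±100 the full control effect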
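Giardia trophozoites, 100 cells per well, were exposed to compounds for 48 hrs at 37 deg C under anaerobic conditions; viability was then read as ATP content by bioluminescence after 15-30 min at room temperature.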
The depositor's hits bear a star; i = inactive; ? = inconclusive; . = not tested or not shown; [ ] = remark or other dose. Unless noted, the call rests on the fitted dose curve; in most records, active means well fitted curve in the direction sought with a large enough effect; inconclusive means small, poorly fitted or top-dose-only effect, or another doubt; inactive means no such curve, though single readings can be large; an effect the other way counts as inactive or inconclusive.

SMILES	BCR signal inh	Menin-MLL TR inh	FBPA coupling cs	Integrin act MD	Tb PFK block	GALK inhibitor	TSG101-PTAP inh	PKM2 act	B2AR arrestin	S-ASM inh	Giardia killer
O=c1c2ccccc2n2c(-c3cccc(Cl)c3)nnc2n1Cc1ccccc1	0%	-1%	0	-13%	4%	1%	-6%	-18%	0.5%	1%	6
O=C(NCC1CCCO1)c1cc2ccccc2cc1O (stereo unspecified)	0%	.	.	14%	-1%	.	-1%	.	0.3%	80%[activator]	-6
O=C(O)c1ccc(OC2CSC2)cc1	4%	-29%	5	-9%	4%	-2%	-1%	5%	-2.8%	2%	5
CNC(=S)NNC(=O)Cc1ccc(OC)cc1	2%	.	0	-3%	0%	-2%	0%	2%	-0.7%	9%	-16
Cc1[nH]c(C)c(S(=O)(=O)N2c3ccccc3CC2C)c1C(=O)N1CCCCC1 (stereo unspecified)	-1%	.	.	-14%	-1%	6%	-3%	.	0.3%	-2%	6
CCn1c(SCC(=O)c2ccc(Cl)cc2)nnc1-c1ccoc1C	-1%	0%	-1	-19%	-9%	2%	-1%	10%	4.7%	1%	9
Cn1ncc([N+](=O)[O-])c1C(=O)Nc1ccn(Cc2ccccc2F)n1	5%	-3%	0	-23%	-9%	-1%	.	5%	-0.5%	1%	-6
COc1cc(C(=O)NCCc2cn3ccccc3n2)cc(OC)c1OC	-14%	13%	3	-7%	0%	0%	-2%	3%	0.1%	0%	16
CC(=O)c1ccc(S(=O)(=O)NCc2ccc(C(=O)N(C)CC(=O)Nc3cccc(F)c3)cc2)cc1	9%	32%[activator]	1	0%	-9%	-2%	-6%	-2%	0.0%	-4%	-10
CC(=O)NC1C(=O)N=C(SCC(=O)Nc2c(C)cccc2C)NC1=O (stereo unspecified)	-1%	7%	1	-15%	1%	12%	0%	0%	0.0%	2%	-10
CCCCNC(=O)NCC(=O)Nc1ccc(F)c(F)c1	-12%	8%	0	-5%	-8%	-3%	-3%	-1%	-0.3%	-2%	3
CCn1c(=O)c(=O)[nH]c2cc(C(=O)NC3CC3)ccc21	0%	-18%	0	7%	-2%	2%	0%	5%	-1.2%	2%	-21
Cc1cc(C)c2c(=O)[nH]c(SCC(=O)N(C)C)nc2n1	?	-12%	5	15%	11%	0%	-8%	1%	-0.3%	4%	-4
Fc1cccc(NC(=S)NCCN2CCOCC2)c1	0%	-9%	2	-17%	-3%	0%	-2%	4%	-1.0%	4%	14
CCOC(=O)CNC(=O)CSc1nc2cccnc2n1CC	5%	-13%	3	-10%	-3%	-4%	-4%	-16%	-0.9%	0%	17
Cc1ccccc1NC(=O)Cc1nc(COC(=O)CNS(=O)(=O)c2cccc(Br)c2)cs1	-2%	.	.	1%	1%	6%	1%	-5%	-1.0%	0%	3
COc1ccc(NC(=O)CN2CCC(n3c(C)nc4cc(F)ccc43)CC2)c(OC)c1	-5%	-3%	0	4%	-3%	-5%	-6%	1%	0.3%	-4%	4
O=C(CC1NCCNC1=O)OCc1ccccc1 (stereo unspecified)	3%	0%	1	15%	-4%	-2%	1%	-5%	0.0%	7%	29
C=CCN1C=C2C(=O)C(C)(OC(=O)c3cnc4ccccc4n3)C(=O)C=C2C=C1/C=C/COC (stereo unspecified)	.	-20%[11.7 µM]	-12	21%	.	.	-4%	-5%[11.5 µM]	.	13%	20
O=C(CSC1=Nc2ccccc2C2=NC(c3ccccc3)C(=O)N12)NCC1CCCO1 (stereo unspecified)	-2%	-10%	1	-6%	3%	3%	-2%	-2%	0.3%	63%[activator]	3

Just S-ASM inh, Giardia killer and BCR signal inh, for some of the entries so far:
Compound | S-ASM inh | Giardia killer | BCR signal inh
CCn1c(SCC(=O)c2ccc(Cl)cc2)nnc1-c1ccoc1C | 1% | 9 | -1%
COc1ccc(NC(=O)CN2CCC(n3c(C)nc4cc(F)ccc43)CC2)c(OC)c1 | -4% | 4 | -5%

Other entries:
SMILES	BCR signal inh	Menin-MLL TR inh	FBPA coupling cs	Integrin act MD	Tb PFK block	GALK inhibitor	TSG101-PTAP inh	PKM2 act	B2AR arrestin	S-ASM inh	Giardia killer
O=C(CNC(=O)c1ccco1)OCC(=O)c1ccc(Br)cc1	6%	.	0	23%	-5%	-3%	0%	.	-0.5%	6%	-2
COC(=O)CCC(=O)OC1(C)C(=O)C2=CN(CCc3ccccn3)C(c3ccc(OC)cc3)=CC2=C(Br)C1=O (stereo unspecified)	.	-3%[11.7 µM]	-8	25%	.	.	-13%	-2%[11.5 µM]	.	21%	6
CNC(=S)N(Cc1ccc(OC)cc1)C1CC(=O)N(c2ccc(OC)cc2)C1=O (stereo unspecified)	0%	38%[activator]	0	2%	-6%	0%	1%	12%	-2.0%	-5%	-9
Cc1[nH]c2c(C)cccc2c1CCNC(=O)c1ccc2c(c1[N+](=O)[O-])C(=O)c1ccccc1C2=O	?	?	-31*	-17%	3%	2%	-2%	-2%	-0.3%	-14%	7
COC(=O)c1cc(C(=O)OC)cc(N2C(=O)CC(NNC(=O)c3ccc(C)cc3)C2=O)c1 (stereo unspecified)	6%	10%	-2	?	1%	-5%	-1%	-22%	-1.5%	0%	17
Nc1ccc(Oc2ccc3c(c2)OCO3)cc1	-4%	-4%	2	15%	0%	-1%	-8%	1%	0.1%	4%	-5
Cc1ccccc1NC(=O)CN1CCC(n2nnc3ccccc32)CC1	-10%	-3%	-3	1%	3%	-1%	-4%	-2%	0.3%	4%	-7
O=C(NCCOc1ccccc1)c1cc([N+](=O)[O-])ccc1N1CCOCC1	-5%	.	.	5%	-2%	.	2%	.	0.3%	-1%	7
O=C(CCN1CCN(C(c2ccccc2)c2ccccc2)CC1)N/N=C/c1ccc(O)cc1	-9%	-16%	2	0%	3%	-1%	-1%	1%	4.8%	2%	3
O=S(=O)(Nc1ccccc1N1CCOCC1)c1ccccc1C(F)(F)F	2%	.	.	2%	1%	.	1%	.	0.0%	0%	13
COc1ccccc1N1CCN(C(=O)c2cccc(N3C(=O)NC4CC3(C)Oc3c(OC)cccc34)c2)CC1 (stereo unspecified)	?	.	.	0%	3%	-1%	-3%	.	-0.1%	4%	41[activator]
COC(=O)c1ccc(N2C(=O)C3C4C=CC(CC4)C3C2=O)cc1 (stereo unspecified)	7%	11%	-1	26%	2%	3%	-2%	-4%	-0.5%	-3%	16
CCCSC1=C(C#N)C(c2cccs2)C(C(=O)Nc2ccccc2)=C(C)N1 (stereo unspecified)	?	3%	-4	-26%	-2%	-1%	-2%	2%	-0.4%	-8%	1
Cc1ccc(C(C)NC(=S)NC2CCCCC2)cc1C (stereo unspecified)	-4%	29%	0	.	-7%	1%	.	1%	0.4%	.	.
COCCCn1c(C(=O)NCCC2=CCCCC2)cc2c(=O)n3cccc(C)c3nc21	1%	-18%	-2	-18%	1%	-8%	-5%	.	0.0%	i	-5
CC1=C(C(N)=O)C(c2ccccn2)n2nc(-c3ccccc3Cl)nc2N1 (stereo unspecified)	-8%	0%	2	-3%	-1%	-6%	-2%	-10%	-0.2%	8%	6

Compound profiles, from the list above. Order of values: BCR signal inh, Menin-MLL TR inh, FBPA coupling cs, Integrin act MD, Tb PFK block, GALK inhibitor, TSG101-PTAP inh, PKM2 act, B2AR arrestin, S-ASM inh, Giardia killer
Results for `Fc1cccc(NC(=S)NCCN2CCOCC2)c1` → 0%, -9%, 2, -17%, -3%, 0%, -2%, 4%, -1.0%, 4%, 14
Results for `Nc1ccc(Oc2ccc3c(c2)OCO3)cc1` → -4%, -4%, 2, 15%, 0%, -1%, -8%, 1%, 0.1%, 4%, -5
Results for `O=C(NCCOc1ccccc1)c1cc([N+](=O)[O-])ccc1N1CCOCC1` → -5%, ., ., 5%, -2%, ., 2%, ., 0.3%, -1%, 7
Results for `Cc1ccc(C(C)NC(=S)NC2CCCCC2)cc1C` (stereo unspecified) → -4%, 29%, 0, ., -7%, 1%, ., 1%, 0.4%, ., .
Results for `CCn1c(SCC(=O)c2ccc(Cl)cc2)nnc1-c1ccoc1C` → -1%, 0%, -1, -19%, -9%, 2%, -1%, 10%, 4.7%, 1%, 9

Only part of the results is shown; the hit share may differ from the screen's.
